# Screening results deposited in PubChem BioAssay by several laboratories.
# Glyco luc inh = N-linked glycosylation inhibition; D54 ERlucT glycosylation luciferase reporter, 24 h; percent of 100 nM tunicamycin response; reporter increase, % at 12.5 µM; 360,000 compounds, 0.23% hits; AID 588692;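 active = mean luciferase reporter signal, scaled so untreated is 0 and the glycosylation-blocking control 100, at or above a set limit in every replicate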;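 also: luciferase carries N-glycosylation sites so blocking glycosylation raises the light; 0% = median of neutral control wells and 100% = median of 100 nM tunicamycin wells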
# ABCB6 inh MLPCN = human ABCB6 transporter inhibition; fluorescence ratio to DMSO, % at 10 µM; AID 602162; K562-ABCB6 porphyrin accumulation, flow cytometry, 1 h; active compounds read low; Q9NP58; 360,000 compounds, 0.19% hits;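 active = fluorescence ratio to DMSO below 75%, the collection mean minus 3 SD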;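 also: signal is porphyrin accumulated inside mitochondria; 100% equals median channel fluorescence of DMSO control wells; lower ratio means ABCB6 inhibition with less porphyrin fluorescence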
# NOD2-RIPK2 inh = NOD2-RIPK2 protein interaction inhibition; O43353; inhibition, % at 4.98 µM; CHO BLA complementation NOD2-RIPK2, CCF4 ratio; 360,000 compounds, 0.38% hits; in the data active = inhibition above about 21%;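 also: 0% = vehicle only and 100% = reference blocker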
# Target sequence (O43353 whole entry, looked up): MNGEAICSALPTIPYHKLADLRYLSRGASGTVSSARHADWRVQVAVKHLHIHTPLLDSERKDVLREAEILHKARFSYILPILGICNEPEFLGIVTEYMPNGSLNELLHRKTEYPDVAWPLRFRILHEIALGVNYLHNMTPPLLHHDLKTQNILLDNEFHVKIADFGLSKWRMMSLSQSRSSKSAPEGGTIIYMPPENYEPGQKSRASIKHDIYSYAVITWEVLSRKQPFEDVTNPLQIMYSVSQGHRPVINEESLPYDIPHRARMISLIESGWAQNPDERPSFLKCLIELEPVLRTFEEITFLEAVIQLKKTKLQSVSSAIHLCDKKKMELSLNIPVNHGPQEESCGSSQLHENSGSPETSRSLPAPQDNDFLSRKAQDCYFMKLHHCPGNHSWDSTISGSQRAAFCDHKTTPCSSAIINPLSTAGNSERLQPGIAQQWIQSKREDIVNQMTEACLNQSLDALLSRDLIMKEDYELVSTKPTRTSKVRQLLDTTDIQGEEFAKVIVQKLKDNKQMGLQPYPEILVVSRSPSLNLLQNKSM
# TLR9-MyD88 block = inhibitors of human TLR9-MyD88 binding | inhibition, % at 4.98 µM | CHO BLA complementation TLR9-MyD88, CCF4 FRET ratio | Q9NR96+Q99836 | 340,000 compounds, 0.21% hits;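 active = inhibition above the mean over all tested compounds plus 3 SD, cut at about 21% in these data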;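 also: 0% = DMSO only wells and 100% = clavulanate BLA inhibitor control wells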
# MC4R antagonist = antagonists of human melanocortin 4 receptor (MC4R) | 360,000 compounds, 0.48% hits | inhibition, % at 6.5 µM | P32245 | MC4R-expressing cells, MTII-stimulated cAMP, LANCE TR-FRET | AID 540295;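 active = inhibition above its plate's cutoff, the mean of tested wells on that plate plus 3 SD, cut at about 29% in these data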;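 also: 0% = Melanotan II alone and 100% = Melanotan II plus saturating MCL0020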
#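 Material – human MC4R-expressing U2OS cells · Repeats – no replicates · Detection – TR-FRET with Eu-cAMP and labeled anti-cAMP, 671 nm · Times – compound 30 min, challenge 1 h, detection 1 h · Compound – single nominal compound dose of 6.5 µM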
# ABHD5-PLIN5 inh = inhibitors of human ABHD5-perilipin-5 interaction; Q00G26+Q8WTS1; Split G. princeps luciferase complementation, luminescence, 4 h; inhibition, % at 4 µM; 360,000 compounds, 0.78% hits;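 active = inhibition above the mean inhibition across every tested compound plus 3 SD, cut at about 22% in these data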;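 also: 0% = DMSO only wells and the 100% control is not disclosed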
# Cardio protect = protects H9c2 cardiomyocytes from peroxide injury; H2O2 injury protection, ATPLite, 2 h; protection from H2O2 cell death, % at 20 µM; 360,000 compounds, 0.63% hits; AID 588492;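 active = compounds giving at least 50% protection of heart cells from peroxide-induced death in the single-dose screen, raw or plate-pattern-corrected value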;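 also: 0% = DMSO wells with peroxide and 100% = DMSO wells without peroxide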
# HTR2A ag = agonists of mouse serotonin 5-HT2A receptor (HTR2A); 360,000 compounds, 0.66% hits; activation, % at 7.6 µM; P35363; CHO-K1 mHTR2A beta-arrestin complementation, luminescence; percent of 30 µM serotonin response;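 active = activation above a run cutoff, the mean activation of all tested compounds plus 3 SD, cut at about 14% in these data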;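 also: 0% = plate median of compound wells and 100% = 30 µM serotonin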
# Target sequence (P35363 whole entry, looked up): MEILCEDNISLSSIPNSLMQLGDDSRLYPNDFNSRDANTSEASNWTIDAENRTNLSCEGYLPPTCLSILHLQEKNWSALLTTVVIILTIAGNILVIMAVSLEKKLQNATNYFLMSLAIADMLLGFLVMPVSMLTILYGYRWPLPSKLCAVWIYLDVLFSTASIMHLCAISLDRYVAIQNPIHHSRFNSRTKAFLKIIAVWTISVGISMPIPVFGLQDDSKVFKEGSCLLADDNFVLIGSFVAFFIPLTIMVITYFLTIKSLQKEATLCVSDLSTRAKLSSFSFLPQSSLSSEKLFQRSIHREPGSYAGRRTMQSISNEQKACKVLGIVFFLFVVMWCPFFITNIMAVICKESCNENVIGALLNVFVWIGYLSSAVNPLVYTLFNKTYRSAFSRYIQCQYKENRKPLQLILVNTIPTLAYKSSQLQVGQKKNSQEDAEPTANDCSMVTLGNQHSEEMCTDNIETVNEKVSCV
# NCOA2 inhibitor = human SRC2 (NCOA2) inhibition; Q15596; HEK293 GAL4-SRC2 luciferase reporter, luminescence; inhibition, % at 9 µM; 370,000 compounds, 0.17% hits; AID 651957;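 active = inhibition above the mean inhibition of all tested compounds plus 3 SD, set per campaign, cut at about 52% in these data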;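 also: 0% = DMSO treated cells and 100% = cells given Gossypol at 36 µM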
# MC4R barr agon = activates human MC4R beta-arrestin recruitment; U2OS MC4R beta-arrestin complementation, luminescence; percent of melanotan II response, DMSO zero; activation, % at 8.9 µM; 360,000 compounds, 0.98% hits; AID 540308;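 active = activation above a per-plate cutoff, the mean activation of sample wells on that plate plus 3 SD, cut at about 8% in these data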
# * marks the source's active call; other numbers are inactive results; · = not tested or not shown. The list is partial; count on the stated rates, not on these rows.
entry	canonical_smiles	Glyco luc inh	ABCB6 inh MLPCN	NOD2-RIPK2 inh	TLR9-MyD88 block	MC4R antagonist
1	COc1ccc(Cl)cc1NC(=O)NN1CCN(C)CC1	1	103	-1	-10	4
2	O=c1ccn(Cc2ccccc2)c(=O)n1Cc1ccccc1	-2	97	-7	2	7
3	CN(C)c1ccc(C(C#N)c2ccccc2)nn1 (stereo not given)	-1	99	-6	-11	3
4	CCOC(=O)CCn1cc(F)c(=O)[nH]c1=O	2	93	-5	6	5
5	COc1ccccc1C(=O)Nc1nnc(SCC(=O)NC2CCCC2)s1	-11	97	-13	-7	1
6	CC(C(=O)NCCN1CCOCC1)c1ccc([N+](=O)[O-])cc1 (stereo not given)	1	102	-6	-1	5
7	CC1(C(=O)NCc2cccc(Cl)c2)Cc2c(-c3ccc(C(N)=O)cc3)ccnc2O1 (stereo not given)	5	166	2	·	19
8	O=C(Nc1cccc(F)c1)c1c(O)c2ccccc2[nH]c1=O	3	101	2	6	9
9	COc1cccc(C(C2C(=O)CC(C)(C)CC2=O)C2C(=O)CC(C)(C)CC2=O)c1	2	96	-6	-20	17
10	CC(=O)Oc1c(-c2ccc(Br)o2)oc2ccccc2c1=O	6	106	25*	27*	9
11	O=C(c1ccco1)N(Cc1cccs1)C1CCS(=O)(=O)C1 (stereo not given)	2	91	-3	-5	-2
12	O=C(/C=C/c1cccc(F)c1)NNC(=O)c1ccncc1	2	101	-6	4	1

entry	ABHD5-PLIN5 inh	Cardio protect	HTR2A ag	NCOA2 inhibitor	MC4R barr agon
1	-2	-2	-3	-4	-2.8
2	1	2	0	9	-2.1
3	2	0	2	-23	0.0
4	2	9	3	13	-2.1
5	-3	-7	5	·	-0.5
6	2	12	-3	-14	2.7
7	5	-2	-4	-9	-1.8
8	-1	-1	0	-15	-2.2
9	7	1	1	-20	-0.2
10	-4	58*	-2	13	-1.6
11	7	1	4	-15	0.1
12	10	3	-4	3	0.0

# Random excerpt: 6 entries already listed, in no set order.
entry	canonical_smiles	Glyco luc inh	ABCB6 inh MLPCN	NOD2-RIPK2 inh	TLR9-MyD88 block	MC4R antagonist
9	COc1cccc(C(C2C(=O)CC(C)(C)CC2=O)C2C(=O)CC(C)(C)CC2=O)c1	2	96	-6	-20	17
11	O=C(c1ccco1)N(Cc1cccs1)C1CCS(=O)(=O)C1 (stereo not given)	2	91	-3	-5	-2
2	O=c1ccn(Cc2ccccc2)c(=O)n1Cc1ccccc1	-2	97	-7	2	7
1	COc1ccc(Cl)cc1NC(=O)NN1CCN(C)CC1	1	103	-1	-10	4
3	CN(C)c1ccc(C(C#N)c2ccccc2)nn1 (stereo not given)	-1	99	-6	-11	3
4	CCOC(=O)CCn1cc(F)c(=O)[nH]c1=O	2	93	-5	6	5

entry	ABHD5-PLIN5 inh	Cardio protect	HTR2A ag	NCOA2 inhibitor	MC4R barr agon
9	7	1	1	-20	-0.2
11	7	1	4	-15	0.1
2	1	2	0	9	-2.1
1	-2	-2	-3	-4	-2.8
3	2	0	2	-23	0.0
4	2	9	3	13	-2.1

# The list goes on:
entry	canonical_smiles	Glyco luc inh	ABCB6 inh MLPCN	NOD2-RIPK2 inh	TLR9-MyD88 block	MC4R antagonist
13	CCn1nc(C(=O)Nc2ccc(C)c(C)c2)c(Cl)c1Cl	-2	101	0	1	3
14	CCOc1cc(CNC2CCCC2)cc(Cl)c1OCc1ccccc1	-4	96	-2	-4	-2
15	O=C(O)CCCCCN1C(=O)/C(=C/c2cn(-c3ccccc3)nc2-c2cccs2)SC1=S	-1	97	0	7	18
16	Cc1ccc(C(=O)n2nnc3ccccc32)cc1[N+](=O)[O-]	4	105	5	-5	8
17	Cc1ccccc1NC(=O)Cn1nc(C(=O)O)c2ccccc2c1=O	1	99	5	-7	20
18	COc1ccc(C(=O)NC(C)c2cnn(-c3ccccn3)c2C)o1 (stereo not given)	3	95	6	-3	10
19	CN(C(=O)c1cc2ccccc2o1)c1c(N)n(Cc2ccccc2)c(=O)[nH]c1=O	4	84	-8	-7	-1
20	CC(=O)N1c2ccc(Cl)cc2C2OCCC2C1c1ccco1 (stereo not given)	0	96	-5	-2	18
21	O=C(/C=C/c1ccc(O)c([N+](=O)[O-])c1)c1ccc2ccccc2c1	22	100	-9	-2	18
22	CCn1c(=O)cc(OCC(=O)NC2CCCCC2)c2ccccc21	6	93	-16	-16	-6
23	COc1ccc(C(C)(C)C)cc1NC(=O)CCn1[nH]c(=O)ccc1=O	0	111	-6	-1	-3
24	COC(=O)C(Cc1ccccc1)NC(=O)C12CC3CC(CC(C3)C1)C2 (stereo not given)	0	103	5	1	-12

entry	ABHD5-PLIN5 inh	Cardio protect	HTR2A ag	NCOA2 inhibitor	MC4R barr agon
13	2	-1	1	-18	8.7*
14	8	-23	14	-2	4.9
15	-3	-7	0	-17	5.0
16	4	5	-2	-14	-0.4
17	4	22	-10	-2	-0.7
18	6	-2	12	6	-4.7
19	1	6	6	-21	-2.1
20	-4	3	-1	5	1.1
21	14	-14	-9	-31	-2.9
22	11	10	-2	-49	1.2
23	-7	4	-7	5	-0.9
24	12	8	5	-15	3.3

entry	canonical_smiles	Glyco luc inh	ABCB6 inh MLPCN	NOD2-RIPK2 inh	TLR9-MyD88 block	MC4R antagonist
25	N#Cc1c(SCc2ccccc2)nc(N2CCOCC2)c2c1CCCC2	-7	95	-1	-4	20
26	CCOC(=O)CNC(=O)CSc1ncnc2c1cnn2-c1ccc(OC)cc1	-4	100	-8	5	1
27	Cc1ccc(C(=O)Nc2sc(C)c(C)c2C(=O)c2ccccc2)cc1	-2	94	-6	1	4
28	O=C(COc1ccc2ccccc2c1Br)N1CCN(c2ccccn2)CC1	-3	102	2	0	3
29	COc1nccnc1NS(=O)(=O)c1ccc(NCc2ccccc2O)cc1	1	97	-9	-3	0
30	Cc1cc(C(=O)COC(=O)c2ccc(N)c([N+](=O)[O-])c2)c(C)n1Cc1ccc2c(c1)OCO2	1	94	2	0	8
31	CCc1ccc(OCc2nnc(SCCN3CCOCC3)n2CC)cc1	-1	101	4	-5	-6
32	O=C(COC(=O)Cc1ccsc1)NC(c1ccccc1)c1ccccc1	0	100	2	0	-4
33	CCN(CC)S(=O)(=O)c1ccc2c(c1)N(CC(=O)NCCCN1CC(C)CC(C)C1)C(=O)CO2 (stereo not given)	0	103	-3	0	12
34	Cc1cccc(C(=O)Oc2ccc3ccc(O)cc3c2)c1	0	99	-1	-10	1
35	COCC(C)NCc1cc(Br)ccc1OC (stereo not given)	1	102	1	4	18
36	O=C(Nc1ccc(O)cc1)/C(=C\c1ccncc1)NC(=O)c1ccccc1	-1	99	-3	9	-2

entry	ABHD5-PLIN5 inh	Cardio protect	HTR2A ag	NCOA2 inhibitor	MC4R barr agon
25	-1	-17	-8	-14	-1.3
26	0	-6	4	-20	-0.2
27	-4	-10	4	16	0.9
28	-3	-3	2	-12	-1.1
29	-2	-2	-5	-9	-0.2
30	1	-11	-6	-58	-0.7
31	-5	0	-3	0	-1.7
32	-2	7	-2	-6	-1.9
33	-3	0	2	-22	1.6
34	3	6	-1	-22	3.3
35	-1	4	0	-12	-0.6
36	-2	1	-1	13	0.6

entry	canonical_smiles	Glyco luc inh	ABCB6 inh MLPCN	NOD2-RIPK2 inh	TLR9-MyD88 block	MC4R antagonist
37	CC(=O)Nc1ccc(C(=O)Cn2nnc3ccccc3c2=O)cc1	-1	100	-12	-5	8
38	Cc1ncoc1C(=O)NC1CCCc2c1cnn2-c1ccc(C(C)(C)C)cc1 (stereo not given)	-5	89	-12	-6	8
39	COC(=O)CNC(=O)c1nn(-c2cccc(OC)c2)c(=O)c2ccccc12	0	107	-6	0	3
40	COc1cccc(C(O)c2nc(-c3ccc(N(C)C)cc3)cs2)c1 (stereo not given)	-6	88	-3	·	-4
41	CCOC(CCn1c(SCc2ccc([N+](=O)[O-])cc2)nc2ccccc2c1=O)OCC	-6	93	10	-14	-4
42	CCOC(=O)CNC(=S)N(Cc1cccs1)C1CCCC1	0	101	-3	-12	10
43	COc1ccc(CN2CC(=O)N3[C@H]4c5ccc(OC)cc5OC[C@@H]4[C@H](c4ccccc4)[C@]3(C)C2=O)cc1	-1	100	3	-5	10
44	COc1ccc(-c2[nH]ncc2CN(C)C(C)c2ccncn2)c(F)c1 (stereo not given)	0	92	-6	3	13
45	CCCn1c(=O)c(C(=O)NCc2ccc3c(c2)OCO3)c(O)c2ccccc21	1	95	-3	1	8
46	CCOc1ccc(S(=O)(=O)N2CCCCCC2)cc1	0	98	0	0	-7
47	CCN(CC(=O)Nc1ccc2c(c1)OCCO2)C(=O)/C=C/c1cccc(OC)c1OC	2	92	-1	12	-3
48	COCCCNC(=O)CCS(=O)(=O)Cc1ccc(C)cc1	3	110	-10	-10	16

entry	ABHD5-PLIN5 inh	Cardio protect	HTR2A ag	NCOA2 inhibitor	MC4R barr agon
37	4	4	2	-16	-1.1
38	3	-21	4	16	-2.0
39	0	22	0	-12	-1.6
40	-3	-17	7	-34	0.2
41	5	11	5	-13	-1.7
42	0	16	2	17	1.4
43	2	8	5	-11	2.0
44	-3	10	-3	-3	-0.5
45	3	44	8	-28	-1.5
46	19	2	-1	-5	-0.8
47	-3	2	-4	-62	1.7
48	2	-3	1	3	1.8

entry	canonical_smiles	Glyco luc inh	ABCB6 inh MLPCN	NOD2-RIPK2 inh	TLR9-MyD88 block	MC4R antagonist
49	Cc1ccc(-c2n[nH]c3c2CCC3)cc1	-2	108	7	5	-3
50	O/N=C/c1nc2cc(Cl)ccc2o1	-1	101	1	8	1
51	O=c1c(-c2ccc(Br)cc2)[n+]([O-])c2ccccc2n1OCc1ccccn1	-1	94	1	0	7
52	CCN(CC)C(=O)COc1ccc2oc(C)c(C(=O)OC(C)C)c2c1	1	97	4	-10	11
53	COC(C[C@H](O)[C@@H](C)[C@H](O)COCc1ccccc1)OC	2	102	-1	-5	15
54	O=C(c1ccc(N2CCCS2(=O)=O)cc1)N1CCN(c2ccc(F)cc2)CC1	-3	168	-9	-6	2
55	CC(C)Cn1c(-c2ccc(F)cc2)n[nH]c1=S	-1	100	4	-8	12
56	O=C(Nc1ccc(S(=O)(=O)Nc2ccccn2)cc1)C(F)(F)F	2	101	2	7	8

entry	ABHD5-PLIN5 inh	Cardio protect	HTR2A ag	NCOA2 inhibitor	MC4R barr agon
49	2	-9	-4	-30	1.7
50	-1	6	-4	-9	-1.0
51	-1	-2	8	-5	-0.8
52	-3	9	0	2	-0.2
53	4	2	10	-14	0.2
54	11	-3	6	-8	-3.0
55	-8	-2	2	-19	-1.4
56	0	4	2	-21	-1.4
